BRCA1 expr up: qHTS Assay to Identify Small Molecule Activators of BRCA1 Expression; MCF7-BRCA1-FFLuc reporter, luminescence, 48 h; response scale: scaled: vehicle 0%, 10 µM genistein 100%; Potency, µM (doses to about 46.1 µM), inactives show top-dose activation, hits mostly activators; hit rate 1.1% among 380,000; AID 624202, 2012; further: potency means the concentration at half of the fitted maximal effect; nearly all actives have a fitted effect of over 80% in size; some results filed as inactive show a strong effect at the top dose
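Activators of BRCA1 expression were detected as increased firefly luciferase luminescence in engineered MCF7 cells after 48 h compound incubation. Signals were scaled to genistein 10 microM as full activation.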
Giardia kill: Small Molecules that selectively kill Giardia lamblia: qHTS. Giardia lamblia trophozoite viability. activity change, % at 7.66 µM, hits read low. hit rate 0.15% among 340,000; in the data active means activity change below about -80%; inconclusive means between about -30% and that limit;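 further: parasites exposed to compound for two days anaerobically before the ATP read; on the % scale 0 is the no-effect control and ±100 the full control effect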
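Viability, read as ATP luminescence: trophozoites at 100 cells/well, compound added, 48 hrs anaerobic at 37 deg C, then 15-30 min room-temperature development before reading.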
p53 reactivator: qHTS assay for re-activators of p53 using a Luc reporter. H1299 p53-A138V BP100-luciferase reporter, luminescence, 24 h. Potency, µM (top dose mostly 92.2 µM), for the others: at the highest dose activity change, positive = activation, actives largely listed as activators. hit rate 0.063% among 320,000. AID 504706, 2011; further: potency means the concentration at half of the fitted maximal effect; % of control where 0% means no effect; nearly all actives have a fitted effect of over 45% in size
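H1299 (p53-null), stable ts p53-A138V + BP100-Luc; 1000 cells/well, Opti-MEM/10% FBS; cpd 4 pt, 1:5; 24 h, 37 deg C, 5% CO2; detection reagent 10 min RT; luminescence.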
RORgamma inh: qHTS for inhibitors of ROR gamma transcriptional activity; Nuclear receptor ROR-gamma (Mus musculus), P51450; Potency, µM (series often up to 53.6 µM), for the others: at the top dose activity change, negative = inhibition, most hits filed as inhibitors; Drosophila S2 Gal4-RORgamma UAS-luciferase reporter, 20 h; AID 2551, 2010; hit rate 5.4% among 310,000; further: potency means the concentration at half of the fitted maximal effect; on the % scale 0 is the no-effect control and ±100 the full control effect; nearly all actives have a fitted effect of over 60% in size
Target sequence (P51450 whole entry, looked up, the tested form may be a part): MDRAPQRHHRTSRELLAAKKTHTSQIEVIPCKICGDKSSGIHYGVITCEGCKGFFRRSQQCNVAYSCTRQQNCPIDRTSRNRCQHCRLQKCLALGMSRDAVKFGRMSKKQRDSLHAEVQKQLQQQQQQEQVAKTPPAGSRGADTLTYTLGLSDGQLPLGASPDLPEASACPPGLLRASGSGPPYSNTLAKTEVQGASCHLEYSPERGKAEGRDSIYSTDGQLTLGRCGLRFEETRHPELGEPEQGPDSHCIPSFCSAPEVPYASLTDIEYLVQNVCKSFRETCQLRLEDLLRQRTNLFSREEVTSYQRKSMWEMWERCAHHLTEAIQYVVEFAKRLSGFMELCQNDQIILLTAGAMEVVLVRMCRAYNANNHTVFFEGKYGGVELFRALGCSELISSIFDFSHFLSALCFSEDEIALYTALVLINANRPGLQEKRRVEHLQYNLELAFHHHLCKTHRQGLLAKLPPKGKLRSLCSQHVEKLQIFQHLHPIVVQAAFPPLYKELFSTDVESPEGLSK
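A Gal4/UAS one-hybrid system in insect cells: metallothionein-promoter Gal4–ROR gamma fusion plus Photinus luciferase reporter. Copper sulfate 700 uM final, 20 hr ambient incubation, luminescent detection after 10 min with reagent.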
Menin MLL FP TR: qHTS Assay for Inhibitors Targeting the Menin-MLL Interaction in MLL Related Leukemias: Competition With Texas Red Labeled MLL-derived Mutant Peptide; O00255; Menin + Texas Red MLL mutant peptide, fluorescence polarization; Potency, µM (doses to about 61.6 µM), without a hit: at the highest dose FP activity change, negative = inhibition, actives largely listed as inhibitors; hit rate 0.23% among 270,000; AID 1768, 2009; active means well fitted inhibition curve with a large enough effect in the polarisation, with a control signal flat, not every such curve was filed as active; inconclusive means small, poorly fitted or top-dose-only effect, or effect the other way, or a change in a side signal; inactive means no such curve, though single readings can be large or run the other way; the % refers to the polarisation; further: potency means the concentration at half of the fitted maximal effect; % of control where 0% means no effect; many of its hits are not listed in these tables
NPC1 promoter act: qHTS Assay for NPC1 Promoter Activators | Huh7 NPC1 promoter luciferase reporter, 24 h | Potency, µM (top dose mostly 9.22 µM), for inactives: at the highest dose activation, usual class: activators | hit rate 2.4% among 320,000;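 further: potency means the concentration at half of the fitted maximal effect; % of control where 0% means no effect; nearly all actives have a fitted effect of over 60% in size; reporter is driven by a mutant NPC1 promoter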
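NPC1 promoter–luciferase Huh7 cells; 24 h compound; luminescence.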
ELG1 genotoxic: qHTS screen for small molecules that induce genotoxicity in human embryonic kidney (HEK293T) cells expressing luciferase-tagged ELG1; HEK293T ELG1-luciferase reporter, luminescence, 16 h; Potency, µM (top dose mostly 46 µM), inactives show top-dose activity change, positive = activation, most hits filed as activators; hit rate 1.3% among 330,000; AID 504466, 2011; further: potency means the concentration at half of the fitted maximal effect; % of control where 0% means no effect; nearly all actives have a fitted effect of over 60% in size
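Cells (2,000/well) expressing the ELG1-luciferase fusion are dosed by pin tool and kept 16 hr at 37 °C, 5% CO2. Signal comes from ONE-Glo luciferase reagent after 30 min at room temperature.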
Rab9 prom act: qHTS Assay for Rab9 Promoter Activators; hit rate 2.8% among 320,000; Potency, µM (top dose mostly 9.22 µM), inactives show at the highest dose activation, negative = inhibition, actives largely listed as activators; AID 485297, 2010; Huh7 Rab9 promoter-luciferase reporter, luminescence, 24 h; further: potency means the concentration at half of the fitted maximal effect; % of control where 0% means no effect; nearly all actives have a fitted effect of over 60% in size
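Promoter activation is measured as luciferase luminescence in Huh7 cells stably transfected with a Rab9 promoter–luciferase construct, following 24 h compound exposure at 37 °C and 10 min reagent incubation at ambient temperature.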
PKM2 activator: qHTS Assay for Activators of Human Muscle isoform 2 Pyruvate Kinase. Pyruvate kinase PKM (Homo sapiens), P14618. purified PKM2, Kinase-Glo ATP luminescence, activation; response scale: 0% is enzyme alone, no compound. Potency, µM (series often up to 57.5 µM), without a hit: top-dose activation, most hits filed as activators. hit rate 0.34% among 260,000. AID 1631, 2009; further: potency means the concentration at half of the fitted maximal effect; on the % scale 0 is the no-effect control and ±100 the full control effect; nearly all actives have a fitted effect of over 55% in size
Target sequence (P14618 whole entry, looked up, canonical isoform): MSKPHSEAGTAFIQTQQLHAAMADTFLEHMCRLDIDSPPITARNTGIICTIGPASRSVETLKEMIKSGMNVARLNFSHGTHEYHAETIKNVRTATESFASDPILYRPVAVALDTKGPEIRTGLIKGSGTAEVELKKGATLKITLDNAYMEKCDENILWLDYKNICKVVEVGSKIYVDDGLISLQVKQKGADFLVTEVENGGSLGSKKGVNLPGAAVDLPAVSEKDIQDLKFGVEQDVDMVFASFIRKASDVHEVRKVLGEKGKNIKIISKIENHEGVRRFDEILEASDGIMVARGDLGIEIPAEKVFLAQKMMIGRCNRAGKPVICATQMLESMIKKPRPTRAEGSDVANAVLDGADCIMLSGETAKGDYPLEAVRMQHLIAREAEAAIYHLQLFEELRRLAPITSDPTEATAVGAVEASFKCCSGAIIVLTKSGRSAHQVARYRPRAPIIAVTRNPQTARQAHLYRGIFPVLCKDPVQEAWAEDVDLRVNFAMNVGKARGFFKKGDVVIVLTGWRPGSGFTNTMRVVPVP
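Kinase-Glo luminescence reports ATP generated from ADP (0.1 mM) and PEP (0.5 mM) by purified hPK-M2 after 1 h at room temperature, pH 7.2 imidazole buffer; intermediate enzyme activity allows detecting inhibitors and activators.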
Gal4-VP16 FLuc: VP16 counterscreen qHTS for inhibitors of ROR gamma transcriptional activity. Drosophila S2 Gal4-VP16 UAS-luciferase, luminescence, 20 h. Potency, µM (series often up to 53.6 µM), without a hit: at the highest dose activity, negative = inhibition, actives largely listed as inhibitors. hit rate 3.5% among 310,000. AID 2546, 2010;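 further: Gal4-VP16 expression switched on by copper sulfate through the metallothionein promoter; potency means the concentration at half of the fitted maximal effect; on the % scale 0 is the no-effect control and ±100 the full control effect; nearly all actives have a fitted effect of over 50% in size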
FLuc modulator: qHTS profiling assay for firefly luciferase inhibitor/activator using purifed enzyme and Km concentrations of substrates (counterscreen for miR-21 project) | Luciferin 4-monooxygenase (Photinus pyralis), P08659 | purified FLuc, Km substrates, luminescence inhibition | Potency, µM (titrated, usually from 57.5 µM), inactives show top-dose activity change, negative = inhibition, actives largely listed as inhibitors | hit rate 6.9% among 360,000;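 further: potency means the concentration at half of the fitted maximal effect; plate controls were vehicle for no effect and reference inhibitor for full effect; nearly all actives have a fitted effect of over 55% in size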
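Biochemical qHTS of compounds, final roughly 60 µM downward over six points, against 10 nM purified firefly luciferase using Km concentrations of substrates (10 uM D-luciferin, 10 uM ATP) in Tris acetate pH 7.5 buffer; luminescence output.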
* hit, by the source's call; ? = inconclusive; nt = not tested or not shown; & = joins results of further samples; [ ] = dose if it differs, or a comment. Unless noted, the call rests on the fitted dose curve; in most records, active means well fitted curve in the direction sought with a large enough effect; inconclusive means small, poorly fitted or top-dose-only effect, or another doubt; inactive means no such curve, though single readings can be large; an effect the other way counts as inactive or inconclusive. Only part of the results is shown; rates above refer to the full screens.

structure	BRCA1 expr up	Giardia kill	p53 reactivator	RORgamma inh	Menin MLL FP TR	NPC1 promoter act	ELG1 genotoxic	Rab9 prom act	PKM2 activator	Gal4-VP16 FLuc	FLuc modulator
O=C(Nc1ncc2c(n1)-c1ccccc1OC2)c1ccc(Cl)cc1	-14%	-3	0%	6%	nt	-2%	-3%	-3%	-1%	-1%	?
Cc1noc(C)c1C(=O)N1CCN(C(=O)c2sc3cc(Cl)ccc3c2Cl)CC1	10%	-2	-16%	1%	19%	-8%	-18%	-9%	0%	-1%	3%
COc1ccccc1C(=O)NNC(=O)c1ccccc1Br	-19%	-5	nt	-35%	18%	8%	9%	19%	1%	10%	?
CCOc1ccc(S(=O)(=O)N2CCc3cc(OC)c(OC)cc3C2)cc1	-27%	6	-6%	?	2%	-17%	-1%	-5%	16µM*	-18%	-1%
NC(=O)c1sc2nc3c(cc2c1N)CCCCCC3	?	1	0%	11%	nt	2.5µM*	-1%	?	6%	?	19µM*
COC(=O)Cn1c(O)c(N=NC(=O)CNC(=O)COc2cccc(C)c2)c2ccccc21	-51%	14	-7%	-7%	-19%	-5%	0%	2%	8%[0.46 µM]	3%	4%
CCc1noc(C)c1C(=O)NCCc1ccc(F)cc1	3%	-11	-1%	nt	nt	-1%	0%	-2%	nt	nt	2%
CCOC(=O)c1ccccc1NC(=O)Cn1cnc2c(oc3ccccc32)c1=O	-17%	8	nt	26%	-2%	nt	nt	nt	28%	10%	?
Cn1cc([N+](=O)[O-])c(C(=O)NNC(=O)c2ccc([N+](=O)[O-])cc2Cl)n1	0%	-4	7%	-19%	8%	-4%	0%	0%	2%	0%	1%
COc1ccccc1NC(=O)c1nnn(Cc2ccccc2)c1NC(=O)C(F)(F)F	-15%	2	?	36%	?	0%	-6%	-1%	0%	2%	-1%
Cc1ccc(Cl)cc1N1CCN(C(=O)COc2ccc3c(c2)CCC3)CC1	-23%	-5	-9%	15%	-19%	0%	-6%	-5%	-15%	-13%	-1%
Cc1cc(C)n(-c2cc(N3CCN(S(=O)(=O)c4ccc(Cl)cc4)CC3)ccc2[N+](=O)[O-])n1	-48%	5	-6%	26%	-16%	-2%	-7%	-7%	-6%	-15%	3%

An excerpt from above in order of the Rab9 prom act value, descending.
SMILES | BRCA1 expr up | p53 reactivator | Menin MLL FP TR | NPC1 promoter act | Rab9 prom act | PKM2 activator
COC(=O)Cn1c(O)c(N=NC(=O)CNC(=O)COc2cccc(C)c2)c2ccccc21 | -51% | -7% | -19% | -5% | 2% | 8%[0.46 µM]
Cc1cc(C)n(-c2cc(N3CCN(S(=O)(=O)c4ccc(Cl)cc4)CC3)ccc2[N+](=O)[O-])n1 | -48% | -6% | -16% | -2% | -7% | -6%
Cc1noc(C)c1C(=O)N1CCN(C(=O)c2sc3cc(Cl)ccc3c2Cl)CC1 | 10% | -16% | 19% | -8% | -9% | 0%

Continuation:
structure	BRCA1 expr up	Giardia kill	p53 reactivator	RORgamma inh	Menin MLL FP TR	NPC1 promoter act	ELG1 genotoxic	Rab9 prom act	PKM2 activator	Gal4-VP16 FLuc	FLuc modulator
Cc1cc(/C=N\NC(=O)CC(=O)NC2CCCCC2)c(C)n1-c1ccc(Cl)cc1	-33%	2	-1%	25%	-6%	-4%	4%	-3%	-3%	-2%[0.365 µM]	-18%
CN(C)CCCNC(=O)C(=O)Nc1cc2c3c(c1)CCC(=O)N3CCC2	-58%	7	-4%	-10%	23%	-2%	16%	1%	nt	3%	2%
O=C(CCc1nnc2n(Cc3ccc(F)cc3)c(=O)c3ccccc3n12)NCCN1CCOCC1	15%	11	nt	-23%	5%	-6%	4%	6%	5%	-3%	0%
CCN1CCc2nc(NC(=O)c3cc(F)c(F)cc3Cl)sc2C1	50%	13	-1%	41%	0%	13%	4%	12%	2%	-5%	-15%
CC1Sc2ccc(S(=O)(=O)N3CCC(C(=O)NCc4ccc(Cl)cc4)CC3)cc2NC1=O (stereo not drawn)	0%	8	1%	?	nt	-9%	-9%	-9%	nt	?	-2%
O=C(c1cccc(NS(=O)(=O)c2ccccc2)c1)N1CCN(c2ccccc2)CC1	-47%	10	3%	nt	nt	-3%	-3%	-9%	nt	nt	2%
O=C(CSc1nc2c(sc3ccccc32)c(=O)n1CCc1ccccc1)NCc1ccco1	-16%	-6	4%	1%	-20%	-2%	0%	0%	1%	-10%	0%
CC(=O)c1cc2c(cc1N/C(=N/S(=O)(=O)c1ccc(C)cc1)c1ccc(Cl)cc1)OCO2	-55%	13	1%	27%	-2%	2%	1%	-2%	0%	7%	-6%&6%
Cc1c(Cl)cccc1NC(=O)[C@@]1(CC(=O)O)CC(/C=C/c2ccccc2)=NO1	0%	2	2%	6%	-8%	-7%	0%	0%	nt	6%	-7%
COc1ccc(CCNC(=O)C(=O)NCC2OCCN2C(=O)c2ccc(Cl)cc2)cc1 (stereo not drawn)	-28%	15	1%	12%	18%	2%	-3%	0%	-3%	-6%	-1%
Cc1cccc(C(=O)CC(=O)c2cc(Cl)ccc2O)c1	-89%	6	29%	?	?	-2%	-7%	-2%	1%	?	-12%
Cc1ccc2nc(NC(=O)C3CCN(C(=O)c4ccc(F)cc4)CC3)sc2c1	-36%	9	8%	?	nt	-2%	-12%	-14%	-1%	-6%	?
CSc1ccc(CNc2ccccn2)cc1	10µM*	-17	?	-10%	4%	?	?	?	-4%	10%	15µM*
O=C(COC(=O)Cc1n[nH]c(=O)c2ccccc12)Nc1c(Cl)cccc1C(F)(F)F	0%	20	9%	nt	nt	-2%	-2%	2%	nt	nt	-6%
COc1ccc(C(=O)N2CCCC(c3ccccc3)C2)cc1 (stereo not drawn)	?	2	-6%	?	-15%	1%	1%	1%	3%	7%	-2%
COC(=O)c1sccc1NC(=O)CSc1ccccc1NS(=O)(=O)c1ccc(F)cc1	-51%	-17	-9%	?	4%	1%	-6%	0%	-3%	-7%	-3%
CSc1nnc(C)c(=O)n1COC(=O)/C=C/c1ccc2c(c1)OCO2	-28%	3	8%	12%	-15%	4%	0%	-3%	-1%	2%	-17%
CCc1ccc(NC(=O)C2CC=CCC2C(=O)O)cc1 (stereo not drawn)	12%	9	-3%	29%	1%	2%	1%	-2%	0%	3%	3%
COc1ccc(CNC(=O)Cn2ccc(NC(=O)OCc3ccccc3)nc2=O)cc1	-6%	-18	-9%	nt	nt	-4%	3%	-8%	nt	nt	0%
CCn1c(C(=O)NCCCc2ccccc2)cc2sccc21	1%	-19	3%	?	-6%	2%	0%	-5%	7%	-14%	-26%
COc1ccc(-c2cc(C(F)(F)F)nc(N)n2)cc1	2%	-5	4%	-2%	5%	-3%	11%	3%	-1%	9%	5%
C#CCOCCOCCOCCNc1nc(N2CCN(C(=O)CCCCCCCCCCNC(=O)Cn3cc(CCCCCN)nn3)CC2)nc(N2CCN(C(=O)CCCCCCCCCCNC(=O)Cn3cc(C[C@@H](C)O)nn3)CC2)n1	-5%	12	?	nt	nt	1%	9%	-3%	nt	nt	-4%
CCOC(=O)c1nn(-c2ccc(C)c(C)c2)c(=O)c(C#N)c1C	-3%	-16	10%	-23%[1.91 µM]	-24%	1%	6%	4%	5%	-2%	3%
COc1ccc(/C=C2\Oc3cc(OCC(=O)N4CCC(C(=O)O)CC4)ccc3C2=O)c(OC)c1OC	5%	12	nt	1%	38%[activator]	-1%	6%	-6%	9%	-2%	?
Cc1nnc(NC(=O)C(c2ccccc2)c2ccccc2)s1	1%	9	0%	?	-23%	3%	6%	-5%	-1%	7%	-1%
O=C(Nc1cccc(S(=O)(=O)N2CCCCCC2)c1)C1=COCCO1	8%	-3	5%	nt	nt	2%	0%	-1%	nt	nt	-4%
N/C(=N\OC(=O)c1cccc(Cn2cc(C(F)(F)F)ccc2=O)c1)c1ccccc1	18%	10	7%	33%	nt	2%	-5%	-3%	1%	13%	?
